# High-throughput results (PubChem BioAssay)
# proCasp7 act: counter-screen for procaspase-3 activators: activators of human procaspase-7 | recombinant procaspase-7, Ac-DEVD-pNA absorbance 405 nm; D23A/D198A/D206A triple mutant, cannot self-cleave; scale: DMSO 0, 5 µM enzyme 100 | activation, % at 8.5 µM | 330,000 tested, 0.093% active;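 active means percent activation above the screen-wide mean plus 3 SD, cut at about 25% in these data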
# Target sequence (P55210 whole entry D23A/D198A/D206A): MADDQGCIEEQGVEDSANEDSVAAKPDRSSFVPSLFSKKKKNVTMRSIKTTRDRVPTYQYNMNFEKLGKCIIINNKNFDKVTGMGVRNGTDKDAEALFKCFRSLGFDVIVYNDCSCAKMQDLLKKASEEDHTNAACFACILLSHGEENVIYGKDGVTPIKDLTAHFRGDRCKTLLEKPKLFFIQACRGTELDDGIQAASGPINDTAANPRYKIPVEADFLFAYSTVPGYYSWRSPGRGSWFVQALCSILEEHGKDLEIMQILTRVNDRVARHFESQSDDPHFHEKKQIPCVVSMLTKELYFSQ
#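 Assay system: Uncleavable procaspase-7 mutant enzyme; Input: 2 µM procaspase-7 mutant as dispensed; Also added: DEVD-pNA substrate; Medium: Zinc-free HEPES pH 7.4 with 300 mM NaCl, 0.01% Triton X-100; Timing: 1 h compound preincubation, 2 h substrate cleavage, 25 °C; Measured by: Epi-absorbance of released pNA at 405 nm, two timepoints.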
# MEP2 TOR yeast: yeast TOR pathway MEP2-GFP modulation | 330,000 tested, 0.51% active | GFP response vs DMSO, % at 10 µM | S. cerevisiae MEP2-GFP strain, flow cytometry GFP, 3 h; 100% = DMSO control level;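 active means GFP response versus DMSO above a set limit, roughly screen mean plus 3 SD, cut at about 180% in these data; inconclusive means fewer than 70 cells counted for a yeast strain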;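 further: median GFP fluorescence of the barcode-gated MEP2-GFP cells per well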
# LAP4-GFP MLPCN: modulators of TOR pathway LAP4-GFP in S. cerevisiae | S. cerevisiae LAP4-GFP multiplex, flow cytometry GFP, 3 h; median GFP as percent of DMSO wells | GFP response vs DMSO, % at 10 µM | 320,000 tested, 0.34% active;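 active means GFP response vs DMSO above a set limit, about the screen mean plus 3 SD, cut at about 150% in these data; inconclusive means under 70 cell events counted for the yeast strain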
# RPL19A TOR yeast: alters RPL19A-GFP fluorescence in TOR pathway yeast screen. 330,000 tested, 0.3% active. S. cerevisiae RPL19A-GFP strain, flow cytometry, 3 h; active compounds read low. percent response vs DMSO, % at 10 µM. AID 2025;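 active means percent response vs DMSO below 50%; inconclusive means fewer than 70 events counted for the yeast strain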;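 further: median channel GFP fluorescence of the barcoded RPL19A-GFP strain; ratio of sample median GFP to plate DMSO average so 100% = DMSO; lower means less RPL19A-GFP as with rapamycin TOR inhibition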
# CR mimetic SO: caloric restriction mimetics inhibiting age-related superoxide in yeast; S. cerevisiae aged cells, superoxide DHE fluorescence; active compounds read low; AID 2690; 330,000 tested, 0.18% active; superoxide response (% of plate mean), % at 10 µM;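 active means superoxide response under a set limit, about three screen SD below normal, cut at about 65% in these data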;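 further: yeast aged for seven days with compound at 30 °C before DHE staining; 100% = average MFI of all compound-treated wells on the plate with controls excluded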
# AHR act: human AHR activation | activation, % at 5 µM | 320,000 tested, 2.5% active | AHR-responsive luciferase reporter cells, luminescence; in the data active means activation above about 47%;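 further: 0% = vehicle wells and 100% = reference agonist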
# Target sequence (P35869 whole entry, looked up): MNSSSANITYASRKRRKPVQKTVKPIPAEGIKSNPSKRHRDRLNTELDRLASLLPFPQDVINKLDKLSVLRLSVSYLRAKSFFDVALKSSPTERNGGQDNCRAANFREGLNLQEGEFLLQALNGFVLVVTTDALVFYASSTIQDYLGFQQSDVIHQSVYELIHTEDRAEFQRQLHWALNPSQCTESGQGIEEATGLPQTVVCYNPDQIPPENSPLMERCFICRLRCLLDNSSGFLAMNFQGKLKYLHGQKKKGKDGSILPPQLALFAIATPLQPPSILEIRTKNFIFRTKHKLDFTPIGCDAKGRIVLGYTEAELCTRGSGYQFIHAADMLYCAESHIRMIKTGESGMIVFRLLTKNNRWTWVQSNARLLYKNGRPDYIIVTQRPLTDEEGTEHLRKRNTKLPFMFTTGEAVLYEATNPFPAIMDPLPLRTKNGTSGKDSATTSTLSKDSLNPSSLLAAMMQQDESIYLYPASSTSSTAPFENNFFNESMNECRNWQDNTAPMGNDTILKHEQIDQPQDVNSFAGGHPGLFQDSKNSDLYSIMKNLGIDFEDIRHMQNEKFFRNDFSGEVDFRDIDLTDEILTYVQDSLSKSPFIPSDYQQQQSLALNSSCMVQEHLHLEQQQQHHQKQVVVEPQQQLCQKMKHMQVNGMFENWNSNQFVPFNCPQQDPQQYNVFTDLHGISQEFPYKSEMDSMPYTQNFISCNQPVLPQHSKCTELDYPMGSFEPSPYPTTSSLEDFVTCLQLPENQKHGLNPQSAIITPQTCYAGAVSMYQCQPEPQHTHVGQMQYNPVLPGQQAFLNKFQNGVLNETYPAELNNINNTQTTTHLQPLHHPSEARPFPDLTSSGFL
# procasp3 activ: activates human procaspase-3; recombinant procaspase-3 D3A, Ac-DEVD-pNA absorbance 405 nm; activation, % at 8.5 µM; 330,000 tested, 0.11% active;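 active means activation above the mean of all tested compounds plus 3 SD, cut at about 21% in these data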;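 further: 0% = DMSO alone and 100% = DMSO wells spiked with extra 5 µM PC-3 D3A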
#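 material = Procaspase-3 D3A mutant | probe or stimulus = Ac-DEVD-pNA | compound = single dose, 8.5 µM nominal compound, 0.8% DMSO | timing = 1 h preincubation, 2 h reaction | measured by = 405 nm absorbance of p-nitroaniline, reads at 0 and 120 min | benchmarks = DMSO-only low control, 5 µM PC-3 D3A high control | repeats = singlicate, each compound tested once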
# GASC-1 inh: blocks human GASC-1 demethylase activity | Q9H3R0 | GST-JMJD2C(1-420) H3K9me3 demethylation, DELFIA europium | inhibition, % at 2.35 µM | 330,000 tested, 0.069% active | AID 2099;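 active means more than half of a compound's replicate wells show inhibition beyond 50%, single wells judged on their own value; inconclusive means some, but no more than half, of replicates pass 50% inhibition; inactive means no replicate passes 50% inhibition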;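 further: signal counts dimethyl H3K9 product captured on neutravidin plate; 0% = median of DMSO wells and 100% = 0.3 times that DMSO median; strong numbers were not always called active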
# * = called active by the depositor; ? = inconclusive; . = no result given; & = joins results of further samples; [ ] = remark or other dose.
# Below each SMILES – RPL19A TOR yeast	GASC-1 inh	procasp3 activ	LAP4-GFP MLPCN	MEP2 TOR yeast	proCasp7 act	AHR act	CR mimetic SO
1. Cc1cccc(NC(=O)CSCC(=O)Nc2cccc3ncccc23)c1
  97	-2	1	103	100	10	3	95
2. O=C(CSc1nccn1Cc1ccccc1)NCc1ccccc1
  106	0	7	91	92	-4	-1	104
3. O=C(Nc1ccc(Cc2ccncc2)cc1)c1ccc(Cl)c([N+](=O)[O-])c1
  98	10	2	91	97	7	-10	102
4. N=C1C(=O)OCC1c1ccccc1NC(=O)CN1CCCCC1 (stereo not drawn)
  101	-56	6	95	101	-3	18	110
5. CC(=O)C1=C(O)C(=O)N(c2ccc(C(=O)O)cc2)C1c1ccccc1 (stereo not drawn)
  99	4	-3	104	101	6	-5	103
6. CC(=O)Nc1cccc(OCc2cnc(Cl)s2)c1
  90	9	-4	89	93	-1	3	103
7. COC(CNC(=S)Nc1ccc([N+](=O)[O-])cc1)OC
  103	7	-4	89	103	2	4	99
8. OCC[C@H]1C[C@@H](O)[C@H](O)[C@]2(Cc3ccccc3CO2)O1
  98	5	-6	101	86	5	7	96
9. O=C(NC1CCCCC1)c1cc(-c2ccc(Cl)cc2)on1
  98	-7	2	90	100	-2	4	102
10. CCOC(=O)COc1ccc(C)cc1-c1ccno1
  106	-2	6	116	106	0	-1	97
11. CC1(C)Cc2c(sc3nc(-c4ccccc4)oc(=O)c23)CO1
  102	1	-1	96	94	3	0	102
12. COc1cc(S(=O)(=O)N(Cc2cccs2)CC2CCCO2)ccc1-n1cnnn1 (stereo not drawn)
  97	33	4	95	106	-10	1	95
13. COc1ccccc1NC1=C(Cl)C(=O)OC1OC(=O)c1ccco1 (stereo not drawn)
  102	5	-22	111	101	-23	2	87
14. COCc1c(C(=O)N/N=C(/C)c2ccccc2)nnn1-c1nonc1N
  101	0	2	85	94	3	3	105
15. CCCc1nc(SCC(=O)N2CCC(Cc3ccccc3)CC2)c2c(=O)n(C)c(=O)n(C)c2n1
  103	-14&6	-5	115	107	6	9	112
16. Cc1c(C=O)c(Cl)n(C)c(=O)c1C#N
  104	9	-8	97	103	-5	3	117
17. N#CC1(c2ccccc2)CCC(=NNS(=O)(=O)c2ccccc2)CC1 (stereo not drawn)
  93	-2	1	100	96	-5	0	108
18. CCOC(=O)c1cc(CNC(=O)c2c(C)oc3c2CCCC3)c(C)o1
  98	5	0	100	105	-1	-1	99
19. CCOC(=O)N1CCN(c2c(N3CCN(c4ccc(F)cc4)CC3)c(=O)c2=O)CC1
  95	47	4	93	103	-3	2	110
20. CCSC1=NCCN1S(=O)(=O)c1ccc(Cl)cc1
  100	-8	-5	98	90	4	1	121
21. COc1ccc(-n2c(C)cc(C(=O)CN3CCC(C)CC3)c2C)cc1
  97	-6	-1	88	99	3	7	65*
22. CCN1C(=O)C(CC(=O)Nc2ccc(F)cc2)N(Cc2cccs2)C1=S (stereo not drawn)
  97	-11	1	106	96	-3	1	103
23. CCOC(=O)C1CCN(C(=O)CCNC(=O)Cn2ccc3ccccc3c2=O)CC1
  94	-1	-5	96	100	2	-2	103
24. COc1ccc(/C=N\NC(=O)c2ccc(F)cc2)cc1COc1cc(F)ccc1[N+](=O)[O-]
  114	-2	.	80	104	.	.	97
25. Cc1cccc(OCC(O)CN2CCOCC2)c1 (stereo not drawn)
  97	6	.	93	100	.	.	105
26. Cn1c(SCC(=O)N2CCN(c3ccccc3)CC2)nnc1-c1ccco1
  101	-2	-12	107	110	7	0	111
27. CCn1c(=N)n(CCOc2ccc(OC)cc2)c2ccccc21
  99	2	-3	102	100	-10	11	113
28. O=C(NCc1ccccc1Cl)c1ccc2c(c1)OCO2
  103	-2	-9	86	90	-1	30	104
29. Cc1ccc(P(=O)(CSC(=N)N)c2ccc(C)cc2)cc1
  105	7	8	95	102	-3	-4	103
30. NC(=O)CSc1ccc(-c2ccc(F)cc2)nn1
  81	-6	6	82	96	6	3	100
31. CC(=O)c1ccc(NC(=O)c2noc3c2CCCCC3)cc1
  102	-8	4	118	107	7	-6	128
32. COc1ccccc1CN1CCN(C(=O)c2ccncc2)CC1
  98	-4	-2	99	107	9	1	98
33. O=C(NNC(=S)Nc1ccc(Br)cc1)c1ccccc1Br
  ?	1	.	94[may fluoresce red]	102[may fluoresce red]	.	.	94
34. COc1ccc(C)cc1NC(=O)C(C)N(c1ccc(C)cc1)S(C)(=O)=O (stereo not drawn)
  111	-10	-6	107	106	0	7	109
35. Cc1ccc(S(=O)(=O)NCC(=O)OCc2nnc(-c3ccccc3)o2)cc1C
  98	3	1	99	102	-4	7	92
36. CCN(CC)S(=O)(=O)c1ccc(S(=O)(=O)N2CCCC2C(=O)O)cc1 (stereo not drawn)
  .	-3	-4	97	96	0	1	88
37. CCOc1ccc(C(=O)N/N=C(/C)C2C(=O)c3ccccc3C2=O)cc1
  94	11	1	102	86	14	4	101
38. O=C(CCC(=O)c1cccs1)NCc1ccccc1Cl
  103	3	-2	92	102	3	4	107
39. CCn1c2ccccc2c2cc(NC(=O)c3coc(=O)c(Br)c3)ccc21
  104	2	-14	115	121	-4	41	102
40. COc1ccc(/C=N/N=C/c2ccc(OC)c(OC)c2)cc1OC
  103	16	0	96	98	-18	10	101
41. COc1cc(/C=C2/SC(=S)N(Cc3ccccc3)C2=O)ccc1OS(C)(=O)=O
  96	-2	-10	92	99	-8	0	103
42. CCc1nc(SCC(=O)N2c3ccccc3CC2C)c2c(C)c(C)sc2n1 (stereo not drawn)
  97	-8	-4	113	104	19	6	106
43. COc1ccc(/C=N/NC(=O)C(C)n2cnc3ccccc3c2=O)cc1 (stereo not drawn)
  104	-4	0	91	98	-3	3	101
44. COc1ccc(-n2cccc2/C=C/[N+](=O)[O-])cc1
  102	17	-16	131	84	-10	-1	97
45. O=C(NCC1CCCO1)c1cc(C(=O)C2CC2)c[nH]1 (stereo not drawn)
  92	-3	-1	91	91	-5	28	113
46. CC1CCc2cc(F)cc3c(O)c(C(=O)NCCN(C)C)c(=O)n1c23 (stereo not drawn)
  102	-7	12	87	101	3	1	117
47. COC(=O)c1ccccc1NC(=O)CN(CCc1ccccc1)S(C)(=O)=O
  98	0	-2	97	102	11	0	91
48. COc1ccc(N(CC(=O)Nc2ccccc2C)S(=O)(=O)c2ccccc2[N+](=O)[O-])c(OC)c1
  104	4	7	103	107	5	2	88
49. CN1CCN(c2nc3c(c(=O)n(C)c(=O)n3C)n2Cc2ccc(Cl)cc2)CC1
  99	-8	5	82	97	3	-3	104
50. CCC1(C)Cc2ccccc2-c2nc(NCCO)n(-c3ccc(C)cc3)c(=O)c21 (stereo not drawn)
  92	1	2	95	94	3	-5	92
51. O=C(O)CCN1C(=O)C2C3c4ccccc4C(c4ccccc43)C2C1=O (stereo not drawn)
  104	-5	-3	108	114	9	-1	107
52. O=C(Cc1ccc([N+](=O)[O-])cc1)NCc1ccncc1
  91	-25	6	94	92	0	1	99
53. Cc1ccc(C(=O)OCC(=O)NC2CCS(=O)(=O)C2)c(C)c1 (stereo not drawn)
  95	1	-7	94	94	4	-2	96
54. O=C(NCCCSc1ccccc1)c1ccc(=O)[nH]c1
  99	4	0	95	96	4	-1	96
55. O=C(CCNS(=O)(=O)c1ccc(Br)s1)N1CCCCC1
  99	7	12	96	102	6	3	110
56. CCOC(=O)C1=C(CN2CCN(C(=O)c3ccco3)CC2)NC(=O)NC1c1ccc(C)cc1 (stereo not drawn)
  96	2	-2	87	96	2	2	72
57. CCCCn1c(SCC(=O)N2c3ccccc3Sc3ccccc32)nc2c1c(=O)n(C)c(=O)n2C
  99	6	2	95	99	2	-1	117
58. CC(=O)c1ccc(-n2nncc2-c2ccc([N+](=O)[O-])cc2)cc1
  101	4	-1	102	100	7	2	91
59. COc1ccc(/C(N)=N/O)c(OC)c1
  102	-4	-3	116	106	-5	-2	91
60. CN(CCC(=O)Nc1ccc(Br)cc1)Cc1ccccc1
  105	-1	16	100	106	-3	11	107

# Profiles from above. Order of values: RPL19A TOR yeast | GASC-1 inh | procasp3 activ | LAP4-GFP MLPCN | MEP2 TOR yeast | proCasp7 act | AHR act | CR mimetic SO
# CCC1(C)Cc2ccccc2-c2nc(NCCO)n(-c3ccc(C)cc3)c(=O)c21 (stereo not drawn) across the screens: 92 | 1 | 2 | 95 | 94 | 3 | -5 | 92
# O=C(Cc1ccc([N+](=O)[O-])cc1)NCc1ccncc1 across the screens: 91 | -25 | 6 | 94 | 92 | 0 | 1 | 99

# Continued:
# Below each SMILES – RPL19A TOR yeast	GASC-1 inh	procasp3 activ	LAP4-GFP MLPCN	MEP2 TOR yeast	proCasp7 act	AHR act	CR mimetic SO
61. COc1ccc(/C=N/NC(=O)c2ccc3c(c2)OCCO3)c(OC)c1
  97	-11	8	104	105	0	2	100
62. Nc1nonc1-n1nnc(C(=O)O)c1-c1cccs1
  102	17	-3	103	99	1	3	99
63. O=C(CN1CCN(CC(=O)Nc2ccccc2F)CC1)Nc1ccc2c(c1)OCCO2
  101	57	8	89	102	6	1	114
64. CN1CCC(N(C)S(=O)(=O)c2ccc(C(C)(C)C)cc2)CC1
  103	-1	-2	82	105	2	2	76
65. CC(=O)c1ccc(NC(=O)COC(=O)c2nc(Cl)ccc2Cl)cc1
  111	-3	-4	102	105	5	3	81
66. O=C(NC(O)C(=O)c1ccccc1)c1cccs1 (stereo not drawn)
  96	-4	4	102	102	9	6	93
67. COc1ccc(C(=O)NC(C)c2nnc(SCc3ccc(Cl)c(Cl)c3)n2C)cc1 (stereo not drawn)
  102	0	-6	99	98	7	-4	112
68. CC(C)C(=O)Nc1ccnc(-c2cccnc2)n1
  99	-2	-10	101	98	-13	9	89
69. CCN1CCCC1CNC(=O)Cn1nc(C)n2c(cc3cc(C)ccc32)c1=O (stereo not drawn)
  98	-15	8	91	111	3	1	95
70. NC(=O)CSC1=Nc2ccccc2C2=NC(c3ccccc3)C(=O)N12 (stereo not drawn)
  104	2	12	95	107	2	-3	94
71. CN1CCC(N(C)S(=O)(=O)c2ccc(Cl)cc2)CC1
  101	12	1	83	103	5	0	98
72. CCC1Oc2nc(SC)nnc2-c2ccccc2N1C(=O)c1ccccc1 (stereo not drawn)
  99	1	-7	105	107	0	10	129
73. O=C(c1ccccc1)c1ccc2ccccc2n1
  96	-10	6	110	99	-6	-4	127
74. CC1CCCC(N2CCN(C(=O)c3ccc(F)cc3)CC2)C1 (stereo not drawn)
  104	57	1	103	94	3	0	83
75. CCCC(NC(=O)CCl)c1ccccc1 (stereo not drawn)
  91	-7	-1	82	99	-8	2	98
76. O=C(Nc1cc(S(=O)(=O)N2CCCC2)ccc1Cl)c1ccncc1
  101	4	10	103	105	2	1	95
77. Cc1ccc(C)c(NC(=O)CSc2nnc(C)c(=O)n2N)c1
  102	13	1	87	82	-2	6	102
78. Cc1ccc(C)c(S(=O)(=O)N2CCCC2CNC(=O)C(=O)NCc2ccccn2)c1 (stereo not drawn)
  97	9	2	103	96	-9	6	102
79. CCOC(=O)c1ccc(-n2c(CN3CCN(CCO)CC3)nc3ccc([N+](=O)[O-])cc3c2=O)cc1
  96	-8	-1	111	92	7	4	88
80. CC(=O)Nc1ccc(NC(=O)N(c2ccccc2)c2ccccc2)cc1
  100	-15	1	104	106	10	2	97
